Screening results from PubChem.
S100A4 inh HTS – blocks human S100A4 binding to myosin IIA peptide; P26447; S100A4/TAMRA-MyoIIA peptide fluorescence polarization; inhibition, % at 10.7 µM; actives 0.14% (n = 360,000); AID 652163;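 active = mean inhibition of at least 70% across replicates, with every replicate also reaching that level; inconclusive = mean inhibition reaches 70% but some replicates fall short; inactive = mean inhibition below 70%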
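Test system: S100A4 monomer protein; Medium: HEPES pH 7.2 with CaCl2, KCl, NaCl, DTT, Triton; Probe or stimulus: TAMRA-labelled myosin IIA heavy-chain peptide probe, 5 nM; Doses: one dose per compound; Times: polarization read 5 min after assay mix addition, stable 5–60 min; Benchmarks: neutral control DMSO, positive control TFP.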
XiGFP reactiv – X-chromosome reactivation activator; XiGFP mouse fibroblasts, % GFP-positive cells imaging, 3 d; cells co-treated with 5-aza-dC sensitizer; scaled so ellipticine positive control = 100%; activation, % at 7.58 µM; actives 0.055% (n = 360,000); AID 743238;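 active = mean normalized replicate activation at least 10% and every replicate at or above 10%; inconclusive = only one of the two criteria met; inactive = mean below 10% and not all replicates reach 10%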;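 also: 0% = median of on-plate neutral control wells and 100% = ellipticine 6 µM median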
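System: 68-5-11 XiGFP fibroblast line; Timing: 3 days compound exposure; Compound dosing: one concentration, pinned; Benchmarks: positive control ellipticine, 6 µM final; Buffer or medium: DMEM containing 5-aza-dC.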
FN deposition inh – fibronectin deposition inhibition; AH1F fibroblasts, Alexa488-fibronectin deposition fluorescence, overnight; inhibition, % at 12.6 µM; actives 0.086% (n = 350,000); AID 743247;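 active = mean inhibition across replicates of 30% or more, regardless of how many single replicates reach that level; inconclusive = mean under 30% yet at least half of replicates reach 30%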;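 also: positive control wells lacked labelled fibronectin entirely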
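Material: AH1F fibroblast monolayer depositing Alexa488-labelled fibronectin into matrix / Amount: 10000 AH1F cells per well / Signal: fluorescence 485/525 nm / Medium: DMEM, 2% serum / Compound: single dose, pinned / Incubation: 1 h cell adhesion before compound, then overnight fibronectin incubation / Reagent: Alexa488-FN, 24 nM final / Read-out: inhibition of fibronectin deposition signal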
RAD54 inh – inhibitors of human RAD54 branch migration; inhibition, % at 10.4 µM; actives 0.14% (n = 360,000); Q92698; RAD54 Holliday junction branch migration, FAM/BHQ fluorescence;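 active = mean normalized replicate activity at least 40 and at least half of replicates scoring 40 or more; inconclusive = only one of the two criteria met; inactive = mean below 40 and under half of replicates reaching 40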;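 also: 0% = median of neutral control wells and 100% = median of positive control wells; inhibitors cause a drop in the FAM fluorescence signal; in these data hits start at about 50%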
RAD52 anneal inh – RAD52 (human) annealing inhibition; P43351; recombinant RAD52 DNA annealing, FRET fluorescence; inhibition, % at 18.7 µM; actives 0.46% (n = 360,000);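 active = every replicate showing at least 50% inhibition; inconclusive = mean inhibition at least 50% but not in every replicate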
Target sequence (P43351 whole entry, looked up): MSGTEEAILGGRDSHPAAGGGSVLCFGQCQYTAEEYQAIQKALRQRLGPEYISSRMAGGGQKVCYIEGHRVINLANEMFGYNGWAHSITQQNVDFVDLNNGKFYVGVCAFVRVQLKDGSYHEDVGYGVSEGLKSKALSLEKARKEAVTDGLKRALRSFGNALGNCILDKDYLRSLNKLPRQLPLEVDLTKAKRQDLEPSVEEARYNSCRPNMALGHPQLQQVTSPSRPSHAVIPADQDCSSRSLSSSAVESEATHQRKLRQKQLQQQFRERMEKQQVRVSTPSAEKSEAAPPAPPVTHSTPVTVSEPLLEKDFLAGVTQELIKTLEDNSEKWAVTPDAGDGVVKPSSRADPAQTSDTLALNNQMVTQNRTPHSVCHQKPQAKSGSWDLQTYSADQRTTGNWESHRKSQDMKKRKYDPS
E-sel inducer – E-selectin induction on HUVECs; AID 686992; actives 0.37% (n = 260,000); HUVEC E-selectin immunofluorescence imaging; normalized: neutral wells 0, TNF-alpha wells 100; activation, % at 7.58 µM;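 active = mean E-selectin-positive cell signal at least 10% of the positive control, reached in at least 60% of replicates, without over 20% cell loss; inconclusive = no rule given, readout overlaps actives, possibly toxicity-flagged; inactive = the rest, including those meeting only one limit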;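 also: in these data hits start at about 27%; measured in HUVEC primary endothelial cells; signal is the percent of cells scored E-selectin positive by PE staining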
Target sequence (P16581 whole entry, looked up): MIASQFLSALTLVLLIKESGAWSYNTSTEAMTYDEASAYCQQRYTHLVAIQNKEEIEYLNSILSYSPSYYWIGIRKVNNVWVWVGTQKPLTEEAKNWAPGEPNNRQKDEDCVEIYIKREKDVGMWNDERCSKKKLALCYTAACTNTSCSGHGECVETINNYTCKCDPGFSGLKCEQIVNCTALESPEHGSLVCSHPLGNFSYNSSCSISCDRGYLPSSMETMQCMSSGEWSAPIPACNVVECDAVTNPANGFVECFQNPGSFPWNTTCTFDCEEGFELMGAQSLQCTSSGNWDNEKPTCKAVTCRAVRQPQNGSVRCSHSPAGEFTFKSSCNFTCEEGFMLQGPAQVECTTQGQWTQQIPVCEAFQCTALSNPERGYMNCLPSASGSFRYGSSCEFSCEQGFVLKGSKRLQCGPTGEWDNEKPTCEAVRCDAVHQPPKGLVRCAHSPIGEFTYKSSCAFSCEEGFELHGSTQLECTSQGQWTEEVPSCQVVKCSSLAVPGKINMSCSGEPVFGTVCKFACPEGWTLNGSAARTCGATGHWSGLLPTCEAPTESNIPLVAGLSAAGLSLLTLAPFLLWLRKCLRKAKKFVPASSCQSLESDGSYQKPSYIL
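System: HUVEC / Compound: single concentration / Signal: immunofluorescence imaging / Read-out: percent E-selectin-positive cells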
EWS-Fli block – blocks EWS/Fli oncoprotein-driven transcription | A673 NR0B1-luciferase reporter, viability-normalised | inhibition, % at 12.6 µM | actives 0.67% (n = 350,000);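 active = mean inhibition of at least 50% after viability correction, with every replicate also passing that limit; inconclusive = mean reaches 50% but only one of two replicates passes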;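 also: firefly luciferase signal divided by Alamar Blue viability fluorescence both relative to DMSO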
esBAF inh – blocks esBAF chromatin remodeling in mouse ES cells; Bmi1-luciferase knock-in reporter, 24 h; 100% = twice the neutral-well signal; reporter increase, % at 12.5 µM; actives 2% (n = 350,000); in the data active = activation above about 40%; inconclusive = no clear call, values can overlap the other calls;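 also: 0% = median of the plate's neutral control wells and 100% = double that signal; a rise in the Bmi1 reporter signal indicates esBAF inhibition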
* marks the source's active call; other numbers are inactive results; ? = inconclusive; . = not tested or not shown.

SMILES | S100A4 inh HTS | XiGFP reactiv | FN deposition inh | RAD54 inh | RAD52 anneal inh | E-sel inducer | EWS-Fli block | esBAF inh
COc1ccc(CCCc2n[nH]c(=S)o2)cc1C | -4 | 0.9 | -17 | -6 | -2 | 1.4 | 4 | -6
O=C(c1ccc(Cl)c(S(=O)(=O)NCc2cccnc2)c1)N1CCCC1 | -5 | 0.0 | 2 | -4 | 1 | . | 4 | 0
COc1ccc(NC(=S)c2ccccc2)cc1 | . | 0.1 | -5 | -3 | . | . | . | 61*
O=C(NCCc1ccc(Cl)cc1)C1CCCN1C(=O)Nc1ccccc1 (configuration not stated) | -8 | 0.0 | -3 | -6 | -9 | . | -3 | -2
Cc1ccccc1C(=O)NCC(=O)OC1CCCCC1=O (configuration not stated) | 2 | 0.0 | 6 | 3 | -4 | 0.1 | -3 | 4
CCCCNC(=O)NNc1nc(Cl)cc(C)c1C#N | -2 | 0.0 | 8 | 0 | -15 | -2.0 | 0 | -4
COc1cc(NC(=O)Cn2nc(Cc3cccnc3)c3ccccc3c2=O)cc(OC)c1OC | -1 | 0.1 | 3 | 7 | -3 | -0.1 | -4 | -7
CC(=O)N1CCCCN2[C@H](CO)[C@H](c3ccc(-c4cccc(C)c4)cc3)[C@H]2C1 | 13 | 0.0 | . | 6 | -8 | 0.7 | -2 | .
CCC(=O)Nc1ccc2c(c1)C(=O)N(C)C[C@H](OC)[C@H](C)CN(Cc1ccccc1F)[C@H](C)CO2 | -65 | 0.0 | 4 | 2 | -17 | -0.2 | 1 | -4
COc1cccc(NC(=O)C(C)OC(=O)c2n[nH]c3ccccc23)c1 (configuration not stated) | -2 | -0.1 | 3 | 1 | -17 | . | -26 | 31
Cc1cccc(C)c1OC(=O)c1ccccc1 | 7 | 0.0 | . | 13 | -35 | 0.0 | -11 | -4
CC(=O)OCC(=O)C1(O)CCC2C3CC(C)C4=CC(=O)C=CC4(C)C3C(O)CC21C (configuration not stated) | -1 | 0.0 | -2 | 9 | -3 | 0.1 | -4 | 7

3 entries drawn at random from those above, as already listed:
SMILES | S100A4 inh HTS | XiGFP reactiv | FN deposition inh | RAD54 inh | RAD52 anneal inh | E-sel inducer | EWS-Fli block | esBAF inh
COc1cccc(NC(=O)C(C)OC(=O)c2n[nH]c3ccccc23)c1 (configuration not stated) | -2 | -0.1 | 3 | 1 | -17 | . | -26 | 31
O=C(NCCc1ccc(Cl)cc1)C1CCCN1C(=O)Nc1ccccc1 (configuration not stated) | -8 | 0.0 | -3 | -6 | -9 | . | -3 | -2
Cc1cccc(C)c1OC(=O)c1ccccc1 | 7 | 0.0 | . | 13 | -35 | 0.0 | -11 | -4

Five compounds out of the list above, sorted by the number in S100A4 inh HTS, lowest first.
compound | S100A4 inh HTS
CCC(=O)Nc1ccc2c(c1)C(=O)N(C)C[C@H](OC)[C@H](C)CN(Cc1ccccc1F)[C@H](C)CO2 | -65
O=C(c1ccc(Cl)c(S(=O)(=O)NCc2cccnc2)c1)N1CCCC1 | -5
CCCCNC(=O)NNc1nc(Cl)cc(C)c1C#N | -2
COc1cc(NC(=O)Cn2nc(Cc3cccnc3)c3ccccc3c2=O)cc(OC)c1OC | -1
Cc1cccc(C)c1OC(=O)c1ccccc1 | 7

Further records
SMILES | S100A4 inh HTS | XiGFP reactiv | FN deposition inh | RAD54 inh | RAD52 anneal inh | E-sel inducer | EWS-Fli block | esBAF inh
COc1ccccc1N(CC(=O)NCc1ccco1)C(=O)CCC(=O)Nc1ccccn1 | 5 | 0.1 | 0 | 8 | -6 | -0.2 | -1 | -3
CN1CCN(C(=S)C(=O)NCc2ccccc2)CC1 | -3 | 0.0 | 6 | . | 5 | . | -2 | .
Cc1c(S(=O)(=O)N2CCCC(C)C2)c(=O)n(C)c(=O)n1C (configuration not stated) | -6 | -0.1 | -5 | . | 0 | -0.3 | -1 | -4
Cc1ccccc1-c1cc(C(=O)NCc2cccs2)n(CC2CC(c3cccnc3)=NO2)n1 (configuration not stated) | 4 | 0.0 | 2 | -6 | -28 | -0.1 | 0 | 4
O=C(NCc1cc(C(F)(F)F)ccc1Cl)c1cccc2c1C(=O)c1ccc(N3CCOCC3)cc1S2(=O)=O | 12 | -0.3 | -12 | -19 | -150 | -0.1 | 30 | 1
COc1ccc(/C(C)=N/NC(=O)CNC(=O)/C=C\c2ccccc2OC)c(OC)c1 | -4 | 0.0 | -25 | 4 | -7 | . | . | -8
CCCNC(=O)[C@H]1[C@H](CO)[C@H]2Cn3c(ccc(C4=CCCC4)c3=O)[C@@H]1N2C(=O)C1CC1 | -1 | 0.5 | . | 2 | -8 | -0.1 | 3 | 1
Cc1ccc(S(=O)(=O)Nc2ccc3c(c2)C(=O)N([C@H](C)CO)C[C@@H](C)[C@H](CN(C)C(=O)c2ccccc2)OCCCC[C@@H](C)O3)cc1 | -4 | 0.1 | -11 | -2 | 20 | . | 6 | 9
C[C@@H]1CCCCO[C@H](CN(C)C(=O)CCC(F)(F)F)[C@@H](C)CN([C@H](C)CO)C(=O)c2cc(NC(=O)Cc3ccccc3)ccc2O1 | 11 | -0.8 | . | 5 | -7 | 1.9 | -6 | -3
COc1ccc(/C=N/NC(=O)CNC(=O)c2ccncc2)cc1 | -1 | 0.1 | 5 | . | 3 | . | -3 | -2
O=C(N/C(=C\c1ccc([N+](=O)[O-])cc1)C(=O)N1CCOCC1)c1cccc(Br)c1 | 15 | 0.4 | 4 | 7 | -4 | . | . | 0
CCC(=O)N1C[C@H](C)[C@@H](OC)CN(C)C(=O)c2cc(NC(=O)c3cc(C)on3)ccc2OC[C@@H]1C | . | 0.2 | 0 | . | . | -0.3 | -3 | 1
CC(C)NC(=O)N(C)C[C@@H]1OCCCC[C@@H](C)Oc2ccc(NC(=O)Nc3ccc(F)cc3)cc2C(=O)N([C@H](C)CO)C[C@H]1C | -1 | 0.2 | . | 6 | -10 | -0.1 | 2 | 5
NC(=S)NN=C1c2ccccc2-c2cc(Br)ccc21 | -20 | 0.2 | 8 | 0 | -12 | -0.9 | 8 | -9
C[C@H]1CN([C@@H](C)CO)C(=O)c2cccc(NC(=O)NC3CCCCC3)c2O[C@@H]1CN(C)Cc1ccccc1 | -36 | 0.1 | . | 1 | -12 | -0.3 | 3 | 3
O=C(C[C@H]1C=C[C@H](NS(=O)(=O)c2ccccc2)[C@H](CO)O1)NCCN1CCCCC1 | 0 | 0.0 | -3 | 3 | -1 | -0.2 | 6 | 0
CC1C(=O)Nc2ccc(S(=O)(=O)N3CCN(c4cccc(C(F)(F)F)c4)CC3)cc2NC1=O (configuration not stated) | 1 | 0.1 | -12 | 9 | -20 | . | . | -8
Cc1ccc(Cn2cccc(NC(=O)NCc3ccccc3)c2=O)cc1 | 4 | . | . | . | -8 | . | 0 | -4
Cc1cccc(C)c1OC(=O)Cc1ccccc1[N+](=O)[O-] | 0 | 0.0 | -3 | 8 | -5 | 1.0 | 3 | -11
CC(C)Nc1ccc(-n2nc3ccccc3[n+]2[O-])cc1 | -4 | 0.1 | -1 | 3 | -9 | . | 23 | -45
CCCc1nn(C)c(C(=O)Nc2ccc(C)c(C)c2)c1Cl | 4 | 0.0 | 2 | -16 | -12 | -1.6 | -98 | 70*
CC1CCCN(c2ccc(C(=O)OCn3nnc4ccccc4c3=O)cc2[N+](=O)[O-])C1 (configuration not stated) | -1 | 0.2 | -4 | . | 5 | 1.8 | 7 | .
C[C@@H]1COC(=O)[C@H](CC(=O)OC(C)(C)C)C/C=C\C[C@H](CC(=O)N(CCO)Cc2ccccc2)C(=O)N1 | -7 | -0.4 | 1 | -5 | -13 | -0.2 | 3 | 4
CCC(=O)c1ccc(OCC(=O)N(Cc2nnc(-c3ccccc3Cl)o2)C2CC2)cc1 | -6 | 0.2 | -3 | . | -13 | . | -4 | -3
Cc1cccc(C(=O)O/N=C(\N)c2ccccn2)c1 | -6 | 0.6 | 7 | 12 | 0 | . | 77* | -73
CNC(=O)c1cc2c(ccc3ccccc32)o1 | 9 | 0.2 | 1 | . | -7 | 78* | -35 | .
COc1ccc(C(=O)OCC(=O)c2ccc3[nH]c(=O)[nH]c3c2)c(OC)c1OC | -11 | -0.5 | 7 | 2 | -14 | . | 2 | 4
CC(C)(c1ccccc1)c1ccc(OCCN2CCCC2)cc1 | -1 | 0.2 | 13 | 28 | -24 | 3.3 | 13 | -19
C[C@@H]1CN([C@@H](C)CO)C(=O)c2cc(C3=CCCC3)cnc2O[C@@H]1CN(C)C(=O)Nc1ccc(F)cc1 | 20 | -0.1 | 3 | ? | 9 | 0.6 | -3 | 3
O=C(Nc1ccc(F)cc1)N[C@@H]1C=C[C@@H](CC(=O)N2CCOCC2)O[C@H]1CO | 12 | -0.1 | -2 | -3 | 2 | 0.0 | 2 | 0
CN(C)CC(=O)Nc1ccc2c(c1)[C@@H]1C[C@@H](CC(=O)N3CCN(C)CC3)O[C@H](CO)[C@@H]1O2 | -4 | 0.0 | -1 | 5 | 8 | 0.3 | 1 | 1
C#CCN(CC=C)C(=O)c1ccc(OC2CCN(S(=O)(=O)N(C)C)CC2)cc1 | 0 | 0.3 | 1 | -6 | -4 | 0.4 | -58 | 26
CN(C)C(=O)CCc1ccc2c3c([nH]c2c1)[C@]1(CCC2CCCC2)[C@@H](C(=O)N2CCOCC2)C[C@H](CC(=O)NCc2ccco2)C(=O)N1CC3 | 2 | 4.5 | 10 | -13 | 7 | . | 1 | 3
O=C(O)c1ccc(N/N=C/c2cc3ccccc3nc2Cl)cc1 | 5 | 0.7 | 7 | . | -89 | 3.1 | -43 | .
O=C(NCCc1ccccc1)C1CCN(C(=O)N2CCOc3ccccc32)CC1 | 7 | 0.0 | -7 | -9 | -12 | 2.0 | -3 | 7
COc1ccc(N(CC(=O)NCc2ccccc2)C(=O)Cn2nnc(-c3ccccc3F)n2)cc1OC | 2 | 0.0 | 1 | . | 0 | . | 6 | .
Cc1noc(C)c1S(=O)(=O)N(C)C[C@H]1OCCCC[C@@H](C)Oc2ccc(NC(=O)CCCCCC(=O)Nc3ccccc3N)cc2C(=O)N([C@@H](C)CO)C[C@@H]1C | 0 | -0.5 | . | -3 | -14 | 0.4 | -2 | -1
O=C(Nc1cc(F)ccc1F)N1CC(=O)N2[C@@H](CO)[C@H](c3ccc(-c4cccnc4)cc3)[C@@H]2C1 | 6 | 0.3 | . | . | -10 | 0.6 | . | .
O=C(NC[C@H]1N[C@H](CO)[C@@H]1c1ccc(-c2ccccc2F)cc1)c1ccccc1 | 0 | 0.0 | 12 | -13 | -57 | 0.1 | 13 | -7
COc1cccc(C#Cc2ccc3c(c2)[C@@H]2[C@@H](CCN2C(=O)c2ccccc2F)[C@H](CO)N3)c1 | -12 | 0.2 | -2 | . | -16 | 0.4 | -4 | .

Outcome played no part in choosing rows; 3% or so of the library scored in one or more.
